FBPA Giardia inh: inhibitors of Giardia lamblia fructose-1,6-bisphosphate aldolase | 290,000 compounds, 0.71% hits | purified Giardia FBPA | AID 2451 | Potency, µM (highest dose often 59.6 µM), for the others: at the top dose activity, negative = inhibition, usual class: inhibitors | A8B2U2; also: potency is read from the fitted curve at half-maximal effect; % is scaled to controls: 0 for no effect and ±100 for the full control effect; nearly all actives have a fitted effect of over 55% in size
Target sequence (A8B2U2 whole entry, looked up): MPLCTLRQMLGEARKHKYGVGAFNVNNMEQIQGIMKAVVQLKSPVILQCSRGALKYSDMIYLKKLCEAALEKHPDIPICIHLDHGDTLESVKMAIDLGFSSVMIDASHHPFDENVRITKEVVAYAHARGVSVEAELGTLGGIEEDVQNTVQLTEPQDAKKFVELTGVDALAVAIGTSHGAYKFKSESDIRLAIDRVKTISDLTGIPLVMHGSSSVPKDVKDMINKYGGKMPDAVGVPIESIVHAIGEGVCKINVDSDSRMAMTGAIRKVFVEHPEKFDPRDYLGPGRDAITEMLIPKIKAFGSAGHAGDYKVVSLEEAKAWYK
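40 nM FBPA preincubated 10 min at RT with compound (up to 57.5 uM final), then substrate plus GAPDH/TPI/NAD/arsenate coupling and diaphorase/resazurin added. Fluorescence read after 20 min at RT, 525/598 nm.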
Cycloheximide cs: counter-screen hit for Shiga toxin inhibitors, cycloheximide | cell reporter, cycloheximide protein synthesis inhibition counterscreen | max response, % | 300,000 compounds, 12% hits; in the data active = max response mostly above about 13%, no sharp cut-off; inactive = mostly below about 14%; also: read at 38.3 µM for the half of the compounds with a filed dose; 0% is about no effect
Pf growth 96h: P. falciparum growth inhibition at 96 hours; Potency, µM (highest dose often 28.7 µM), inactives show top-dose activity change, negative = inhibition, most hits filed as inhibitors; P. falciparum luciferase reporter growth, 96 h; 320,000 compounds, 6.9% hits; also: potency is read from the fitted curve at half-maximal effect; % is scaled to controls: 0 for no effect and ±100 for the full control effect
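Readout is luminescence from an integrated firefly luciferase in P. falciparum. Red cells, 2% hematocrit and 0.05% parasitemia final, were cultured with compound through two parasite generations (96 hours) at 37 C, 5% CO2.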
Shiga toxin inh: Shiga toxin inhibition; Vero cells, Shiga toxin protein synthesis inhibition reporter; inhibition, % at 38.7 µM; 290,000 compounds, 9.2% hits; in the data active = inhibition mostly above about 28%, no sharp cut-off; inactive = mostly below about 43%; also: 0% is about no effect
Pf growth 48h: P. falciparum growth inhibition at 48 hours (one generation) | P. falciparum luciferase growth in erythrocytes, 48 h | Potency, µM (top dose mostly 28.7 µM), for the others: at the highest dose activity change, negative = inhibition, most hits filed as inhibitors | AID 504832 | 310,000 compounds, 5.9% hits; also: potency is read from the fitted curve at half-maximal effect; % is scaled to controls: 0 for no effect and ±100 for the full control effect
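Erythrocytes infected with P. falciparum carrying an integrated firefly luciferase reporter (2% hematocrit, 0.1% parasitemia final) were exposed to compounds in RPMI 1640 with 0.5% Albumax at 37 C, 5% CO2. Growth inhibition was scored as reduced luminescence.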
HCV inh: HCV inhibition; Huh7.5.1 HCVcc-Cre infection, luciferase reporter, 44 h; Potency, µM (doses to about 41.8 µM), for the others: at the highest dose activity change, negative = inhibition, most hits filed as inhibitors; 340,000 compounds, 3.4% hits; also: potency is read from the fitted curve at half-maximal effect; % is scaled to controls: 0 for no effect and ±100 for the full control effect
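Seed cells (1,000/well) for 4 h; treat with compound and infect with HCVcc-Cre, moi about 0.5. Incubate 44 h, then detect luciferase activity.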
* hit, by the source's call; ? = inconclusive; . = not tested or not shown; & = joins results of further samples; [ ] = another dose, or the depositor's remark. Unless noted, calls follow the shape of the dose curve; as a rule, active = well fitted curve in the direction sought with a large enough effect; inconclusive = small, poorly fitted or top-dose-only effect, or another doubt; inactive = no such curve, though single readings can be large; an effect the other way counts as inactive or inconclusive.

SMILES	FBPA Giardia inh	Cycloheximide cs	Pf growth 96h	Shiga toxin inh	Pf growth 48h	HCV inh
CC(C)C(=O)Nc1cccc(-c2nc3ccccc3o2)c1	8%	5	.	11	25%	?
COc1ccc(C(=O)Nc2cccc3c2CCCC3)cc1OC	6%	-1	?	-4	5%	-13%
Cc1cccc(C(=O)N2CCN(CCNC(=O)C(=O)Nc3ccc(F)cc3)CC2)c1	9%	9	19%	11	8%	-21%
CC(=O)Nc1ccc(S(=O)(=O)NC2CCSc3ccccc32)cc1 (stereo not drawn)	-6%	8	?	14	?	-6%
O=C(O)Cn1cc(/C=C2/NC(=O)N(c3ccc(Cl)cc3)C2=O)c2ccccc21	8%	-8	6%	7	?	16%
CC(C)Cn1c(-c2ccco2)n[nH]c1=S	-18%	8	?	-21	.	?
Cc1cccc(C)c1OCc1nnc(SCC(=O)Nc2ccc(N3CCOCC3)cc2)o1	10%	-6	-12%	-22	-2%	7%
O=C1c2oc3ccccc3c(=O)c2C(c2cccnc2)N1Cc1ccco1 (stereo not drawn)	5%	-2	-25%	-7	-14%	14%
COc1ccc(C(C#N)c2ccc(Cl)nn2)cc1 (stereo not drawn)	-1%	-3	0%	8	72%[activator]	10%
COc1cc(C(=O)N2CCN(c3ccc([N+](=O)[O-])cc3)CC2)ccc1OCc1c(C)noc1C	3%	-2	?	-13	.	2%
C=CCNC(=O)NC(=O)COC(=O)/C(C#N)=C/c1cc(C)n(CC(C)C)c1C	1%	8	.	-5	-5%	?
CN(C(=O)CO/N=C/c1ccc(OC(F)F)cc1)C1CCS(=O)(=O)C1 (stereo not drawn)	3%	2	29%	3	12%	5%
CC(=O)Oc1ccc(N(C(C)=O)S(=O)(=O)c2ccc(C)c([N+](=O)[O-])c2)cc1	5%	-1	2.6µM*	-13	3%	18%
CCC(C)(C)NC(=O)CN(C(=O)CCC(=O)Nc1nccs1)c1cccc(C)c1C	15%	-1	1%	-6	13µM*	-7%
CCN(C1CCCCC1)S(=O)(=O)c1ccc(OC)c(C)c1	8%	-1	11%	8	-9%	1%
C=C1CCC2[C@](C)(CO)C(O)CC[C@]2(C)C1C/C=C1/C(=O)OCC1O (stereo partly drawn)	5%	.	15µM*	.	?	.
CCOc1ccccc1NC(=O)C1(S(=O)(=O)c2ccc(Cl)cc2)CC1	-8%	1	-21%	13	?	?
O=C(CN1CCN(c2ccccc2)CC1)Nc1c(C(=O)C2CC2)oc2ccccc12	-2%	-1	5%	21	11%	1%&-14%
COCc1cc(Sc2ccc(Cl)cc2)nc(C)n1	5%	-2	-11%	-6	1%	-19%
O=C(c1ccc2ccccc2n1)N1CCN(c2ccccn2)CC1	13%	-4	7%	-3	8%	2%
C=CCn1c(SC)nnc1C1COc2ccccc2O1 (stereo not drawn)	-8%	-1	?	5	0%	14%
COc1ccc(C(=O)NNC(=O)C(NC(=O)c2cc(OC)cc(OC)c2)C(C)C)cc1 (stereo not drawn)	.	.	13%	.	-28%	-2%
COc1cccc(N(C(=O)C2COc3ccccc3O2)C(C(=O)NC2CCCCC2)c2ccc(O)cc2)c1 (stereo not drawn)	2%	9	34%[activator]	-3	?	-7%
Cc1ccc(OCC(O)CN2CCN(CCO)CC2)c(C)c1 (stereo not drawn)	?	-4	10%	-4	5%	5%
COc1ccc(CNC(=O)c2cc(-n3cnnc3)ccc2Cl)cc1	2%	-3	.	2	7%	16%

Looked up above.
Value of `CCOc1ccccc1NC(=O)C1(S(=O)(=O)c2ccc(Cl)cc2)CC1` in FBPA Giardia inh: -8%
Value of `CN(C(=O)CO/N=C/c1ccc(OC(F)F)cc1)C1CCS(=O)(=O)C1` (stereo not drawn) in Shiga toxin inh: 3

The list goes on.
SMILES	FBPA Giardia inh	Cycloheximide cs	Pf growth 96h	Shiga toxin inh	Pf growth 48h	HCV inh
CC(C)(C)OC(=O)NNc1c2ccccc2nc2ccccc12	-5%	11*	-26%	77	?	2.8µM*
COc1cccc(CN2CC(C(=O)N(C)CC3CCOCC3)CCC2=O)c1 (stereo not drawn)	.	7	18%	41	10%	15%
CC(=O)N(C)c1ccc(NC(=O)Nc2ccc(C)cc2)cc1	4%	30	45%[activator]	74	37%[activator]	-11%
Cc1cc(NCCc2ccccc2F)n2ncnc2n1	5%	-1	43%[activator]	-17	0%	9%
O=C(COC(=O)COc1ccc(Cl)cc1)NCc1cccs1	-2%	4	36%[activator]	-6	11%	-1%
O=C(NCCc1ccccc1F)C1CC(O)CN1C(=O)Nc1ccccc1 (stereo not drawn)	6%	-3	?	-4	2%	13%
CCOC(=O)CN1CCC(c2ccccc2)CC1	1%	-5	-21%	12	-11%	25%
O=C(CN1C(=O)c2ccccc2S1(=O)=O)c1ccccc1Cl	.	-5	-7%	-21	-61%	.
O=C1/C(=C/c2ccncc2)SC(=S)N1Cc1ccccc1	-17%	-6	?	-8	-18%	7%
CCN(CC)Cc1c(O)ccc2c1O/C(=C\C=C\c1ccccc1)C2=O	-3%	16*	?	106*	?	-7%
O=c1nc2n(c3c4c(sc13)CCC4)CCC2	-2%	-4	.	9	35%[activator]	7%
Cc1ccc(S(=O)(=O)N(CC(=O)N2CCc3ccccc3C2)c2ccc(Cl)c(Cl)c2)cc1	-1%	-2	?	-12	10µM*	-7%
N#Cc1c2n(c(=S)n(-c3ccccc3)c1=O)CCCCC2	1%	14*	15%	-7	?	12%
O=C(CN1CCCc2ccccc21)N/N=C/c1c(O)ccc2ccccc12	-8%	34*	?	48*	?	10µM*
COC(=O)c1cc(OC)c(OC)cc1NC(=S)N1CCN(c2ccccc2)CC1	-2%	-2	-12%	-2	?	?
CC1(C)C(=O)C2(CCCCC2)C(=O)OC1C(=O)c1ccccc1 (stereo not drawn)	-2%	-3	?	9	5%	7%
O=C(CCS(=O)(=O)c1cccc2nsnc12)N1CCN(c2ccccc2F)CC1	-9%	7	.	5	.	8%
CC(NCc1cccs1)C(=O)Nc1cc(Cl)cc(Cl)c1 (stereo not drawn)	?	-3	-3%	24	-13%	-4%
O=C(NCCN1CCOCC1)c1ccc2c(c1)N(Cc1ccccc1)C(=O)c1ccccc1S2	8%	-3	-18%	-8	?	2%
COCCCN=Cc1c(C)[nH]n(-c2ccc(Br)cc2Br)c1=O	8%	35	17%	16	25%	1%
Cc1cc(C)n(-c2ccc(C(=O)Nc3nc4ccccc4s3)cc2)n1	4%	20*	280%[activator]	26	126%[activator]	?
COc1ccc(OCC(=O)NCc2n[nH]c(=O)c3ccccc23)cc1	.	.	-13%	.	17%	16%
CCOC(=O)N1CCOCCOCCN(C(=O)OCC)CCOCC1	4%	-3	0%	19	21%	10%
CCN(CC)CCn1c2c(c(SCC(=O)Nc3nc4ccc(C)cc4s3)nc1=O)CCC2	.	.	?	.	?	?
O=C(CSc1ncn[nH]1)Nc1ccc(S(=O)(=O)Nc2ncccn2)cc1	2%	-6	43%[activator]	21	5%	20%
(list continues)
SMILES	FBPA Giardia inh	Cycloheximide cs	Pf growth 96h	Shiga toxin inh	Pf growth 48h	HCV inh
O=c1c2ccccc2nc(-c2ccco2)n1-c1nccs1	2%	-1	?	2	13%	?
N#C/C(=C\c1ccncc1)c1nc2ccccc2[nH]1	-15%	32*	-4%	106*	-12%	-12%
Cc1cccc(C(=O)NC(NC(=S)Nc2ccc(S(N)(=O)=O)cc2)C(Cl)(Cl)Cl)c1 (stereo not drawn)	-15%	6	?	5	?	16%
CCOC1CCc2c(C)nc(N)nc2S1 (stereo not drawn)	-8%	-2	-7%	-19	31%[activator]	0%
CN1C(=O)C2C3c4ccccc4C(c4ccccc43)[C@@H]2C1=O (stereo partly drawn)	0%	-4	21%	-3	-4%[0.00184 µM]	-2%
COC(=O)c1c(NC(=O)CCCC(=O)O)sc2c1CCCCC2	17%	1	33%[activator]	-1	3%	-2%
CC1(C)C=Cc2c(c3ccccc3[nH]c2=O)O1	1%	13	32%[activator]	9	13%	-3%
O=C(CN(Cc1ccccc1)S(=O)(=O)c1ccc(S(=O)(=O)N2CCOCC2)cc1)Nc1ccccc1	2%	2	0%	-10	13%	-3%
O=C(NCC1CCCCC1)c1cccnc1	5%	-3	?	29	66%[activator]	14%
N#CC12C(N)=NC3(OCCO3)C1(C#N)C1=C(CCC1)NC2c1ccccc1 (stereo not drawn)	?	17*	37%	25	30%	7%
O=C(CN1C(=O)NC2(CCCCC2)C1=O)Nc1cccc(Cl)c1Cl	.	.	18%	.	-7%	-3%
Cc1ccc2[nH]c3c(c2c1)CCN(C)C3	-17%	-1	?	-9	-4%	-16%
COC(=O)C1=C(CS(=O)(=O)c2cc(OC)ccc2OC)NC(=O)NC1c1ccc(O)c(OC)c1 (stereo not drawn)	12%	-5	10µM*	0	16%	18%
COC(=O)CSc1nnc(CNC(=O)c2cc(OC)cc(OC)c2)n1-c1ccc(F)cc1	2%	3	20%	19	-8%	23%
Cc1c(C)n(CC(O)CN2CCCCC2)c2ccccc12 (stereo not drawn)	-24%	-2	217%[activator]	-5	2%	?
S=C(NCc1ccncc1)Nc1ccc(Br)cc1	6%	6	0%	4	?	-29%
O=C(CSc1n[nH]c(-c2ccccc2Br)n1)NCCN1C(=O)CSC1=O	?	-2	-4%	-4	19%	8%
COc1ccccc1/C=N/NC(=O)CC(=O)NCc1ccccc1	18µM*	-5	?	-2	4%	-14%
Cc1ccccc1OCCC(=O)OCC(=O)NC1CCS(=O)(=O)C1 (stereo not drawn)	.	.	14%	.	-22%	5%
Cc1ccc(C(C)C)c(OCCCn2ccnc2C)c1	?	-1	-3%	.	?	?
CNC(=O)c1cccc(NC(=O)c2cc(-c3ccccc3)nc3c2cnn3C(C)C)c1	.	.	?	.	4.7µM*	3.2µM*

Laid out differently: results already given
Values in the order – FBPA Giardia inh, Cycloheximide cs, Pf growth 96h, Shiga toxin inh, Pf growth 48h, HCV inh
O=C(CSc1n[nH]c(-c2ccccc2Br)n1)NCCN1C(=O)CSC1=O
  ?, -2, -4%, -4, 19%, 8%
COc1ccccc1/C=N/NC(=O)CC(=O)NCc1ccccc1
  18µM*, -5, ?, -2, 4%, -14%
Cc1ccccc1OCCC(=O)OCC(=O)NC1CCS(=O)(=O)C1 (stereo not drawn)
  ., ., 14%, ., -22%, 5%

Two compounds picked at random from the list so far, as already listed:
SMILES	FBPA Giardia inh	Cycloheximide cs	Pf growth 96h	Shiga toxin inh	Pf growth 48h	HCV inh
CNC(=O)c1cccc(NC(=O)c2cc(-c3ccccc3)nc3c2cnn3C(C)C)c1	.	.	?	.	4.7µM*	3.2µM*
CC1(C)C=Cc2c(c3ccccc3[nH]c2=O)O1	1%	13	32%[activator]	9	13%	-3%

4 compounds already listed, sorted by SMILES length, rising.
SMILES	FBPA Giardia inh	Cycloheximide cs	Pf growth 96h	Shiga toxin inh	Pf growth 48h	HCV inh
O=C(NCC1CCCCC1)c1cccnc1	5%	-3	?	29	66%[activator]	14%
COc1ccccc1/C=N/NC(=O)CC(=O)NCc1ccccc1	18µM*	-5	?	-2	4%	-14%
O=C(CSc1n[nH]c(-c2ccccc2Br)n1)NCCN1C(=O)CSC1=O	?	-2	-4%	-4	19%	8%
COC(=O)CSc1nnc(CNC(=O)c2cc(OC)cc(OC)c2)n1-c1ccc(F)cc1	2%	3	20%	19	-8%	23%
